ROMK mod: modulates human ROMK potassium channel activity. P48048. Tet-inducible ROMK, thallium flux fluorescence; actives lie on both sides. B-score at 10 µM. hit rate 2% among 130,000. AID 1918;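 active = signal ratio slope over the read window, or its plate-corrected B-score, at least 3 SD from the plate mean, either direction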;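 also: B-score of the F/F0 ratio slope over 7 to 12 s after thallium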
Target sequence (P48048 whole entry, looked up): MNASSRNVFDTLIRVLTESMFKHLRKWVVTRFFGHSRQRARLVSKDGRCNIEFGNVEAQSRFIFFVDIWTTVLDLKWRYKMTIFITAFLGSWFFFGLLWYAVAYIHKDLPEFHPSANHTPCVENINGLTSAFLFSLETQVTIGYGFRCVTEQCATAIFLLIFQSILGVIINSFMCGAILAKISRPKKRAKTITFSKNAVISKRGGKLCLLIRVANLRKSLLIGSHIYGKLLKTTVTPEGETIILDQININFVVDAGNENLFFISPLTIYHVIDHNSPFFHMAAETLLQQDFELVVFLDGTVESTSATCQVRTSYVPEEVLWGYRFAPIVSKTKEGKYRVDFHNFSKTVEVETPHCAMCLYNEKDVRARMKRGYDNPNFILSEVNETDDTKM
PPARg SRC-3 ag: promotes SRC-3 coactivator recruitment by human PPARgamma | P37231 | biochemical PPARgamma/SRC-3 coactivator recruitment assay | activation, % at 8 µM | hit rate 0.26% among 200,000; in the data active = activation above about 23%;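 also: 0% = DMSO and 100% = reference agonist; some compounds past the cut are filed as inactive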
Target sequence (P37231 whole entry, looked up): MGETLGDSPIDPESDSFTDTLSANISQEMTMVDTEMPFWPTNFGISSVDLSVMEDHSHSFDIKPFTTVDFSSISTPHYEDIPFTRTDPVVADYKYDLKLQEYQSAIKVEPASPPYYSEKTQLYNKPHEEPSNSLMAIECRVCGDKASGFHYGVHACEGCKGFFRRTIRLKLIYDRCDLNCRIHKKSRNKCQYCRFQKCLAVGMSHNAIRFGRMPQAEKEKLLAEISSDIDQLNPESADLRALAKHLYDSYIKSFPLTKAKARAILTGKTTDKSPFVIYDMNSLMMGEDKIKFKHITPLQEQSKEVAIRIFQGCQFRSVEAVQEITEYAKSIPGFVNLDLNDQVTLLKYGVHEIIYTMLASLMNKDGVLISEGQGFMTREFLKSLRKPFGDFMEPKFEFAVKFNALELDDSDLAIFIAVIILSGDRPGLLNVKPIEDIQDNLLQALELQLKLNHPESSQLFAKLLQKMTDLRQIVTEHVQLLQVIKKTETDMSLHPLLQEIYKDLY
STAT3 activator: increases IL-6 driven STAT3 reporter signal | U3A cells, IL-6 STAT3-luciferase reporter, luminescence; 100% = signal with IL-6 EC80 alone | activation (% of control), % at 5.6 µM | hit rate 0.91% among 190,000;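 active = activation above the screen-wide mean of compound activation plus 3 SD, cut at about 130% in these data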;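 also: 0% = background luminescence of wells with medium and substrate only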
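Test system: Human STAT1-deficient U3A cells with stable STAT3-luciferase reporter | Also added: Interleukin-6, 33 ng/mL | Timing: Compound pre-incubation 1 h before IL-6, then 6 h stimulation at 37 °C | Technique: Luciferase reporter luminescence | Read-out: Percent of IL-6-only median luminescence | Benchmarks: IL-6-only wells as 100% reference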
STAT1 blocker: inhibitors of IFN-gamma induced STAT1 signaling | NIH 3T3 STAT1-luciferase reporter, luminescence | inhibition, % at 5.5 µM | hit rate 0.35% among 200,000 | AID 920;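 active = inhibition above a set limit, the mean inhibition across all tested compounds plus 3 SD, cut at about 34% in these data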;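 also: 0% = IFN-gamma with DMSO and 100% = IFN-gamma with 300 µM nifuroxazide; values of inactives mirror those of a sister screen read the other way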
STAT3 inh: reduces IL-6 driven STAT3 reporter signal | hit rate 0.89% among 190,000 | U3A cells, IL-6 STAT3-luciferase reporter, luminescence; host cell line lacks STAT1 | inhibition, % at 5.5 µM | AID 862;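 active = inhibition above the mean inhibition across all screened compounds plus 3 SD, cut at about 44% in these data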;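 also: 0% = DMSO only wells and 100% = 100 µM nifuroxazide control wells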
PPARg SRC2 recr: agonists of SRC-2 recruitment by human PPARgamma. P37231. PPARgamma LBD-SRC-2 recruitment, biochemical. activation, % at 8 µM. hit rate 0.34% among 200,000. AID 1032; in the data active = activation above about 22%;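 also: 0% = vehicle and 100% = reference agonist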
TNAP act hiacc: activators of human TNAP at high phosphate acceptor concentration. 200,000 tested, under 10 active. purified TNAP, CDP-star luminescence, 1 M DEA, 30 min; hits give high values; 0 = EDTA background, 1 = DMSO-only activity. activation factor at 20 µM. P05186;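 active = activation factor at least 2 at 20 µM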
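Control set: EDTA negative control, DMSO positive control / Assay system: human TNAP / Quantity: TNAP 1/800 final / Evaluation: TNAP activation factor scaled between EDTA and DMSO control wells / Measured by: luminescent substrate turnover signal / Compound dosing: one dose, 20 µM / Times: 30 min enzyme reaction at room temperature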
bIAP act: increases bovine intestinal alkaline phosphatase activity; purified bovine IAP, CDP-star luminescence, 30 min; hits give high values; fold of DMSO-control signal, blank-subtracted; activation factor at 20 µM; hit rate 0.17% among 200,000;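 active = activation factor of 2 or more at 20 µM, a signal rise over negative controls twice the positive control's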
PPARg SRC1 recr: agonists of human PPARgamma SRC-1 coactivator recruitment | PPARgamma-SRC-1 coactivator recruitment biochemical assay | hit rate 0.41% among 200,000 | P37231 | AID 631 | activation, % at 8 µM; in the data active = activation above about 19%;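 also: 0% = DMSO and 100% = reference agonist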
SRC2 TRFRET art: TR-FRET artefact, counter-screen to PPARgamma/SRC-2 agonist assay. hits give high values. TR-FRET ratio at 8 µM. hit rate 0.4% among 200,000. AID 1049; in the data active = TR-FRET ratio above about 2000; also: inactives centre near 1500
bIAP inhibitor: intestinal alkaline phosphatase (bovine) inhibition; purified bovine IAP, CDP-star luminescence, 30 min; inhibition, % at 20 µM; 190,000 tested, under 10 active; AID 1019;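 active = over 50% inhibition of intestinal alkaline phosphatase at 20 µM in the single-dose screen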
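System: Purified bovine intestinal alkaline phosphatase (IAP) enzyme | Input: IAP diluted 1/65,000,000 in the well | Also added: CDP-star chemiluminescent phosphatase substrate, 30 µM final | Dosing: 20 µM single dose | Times: Enzyme reaction for 30 min at room temperature | Detection: Luminescence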
The depositor's hits bear a star; . = no result given.

Screens in order: ROMK mod, PPARg SRC-3 ag, STAT3 activator, STAT1 blocker, STAT3 inh, PPARg SRC2 recr, TNAP act hiacc, bIAP act, PPARg SRC1 recr, SRC2 TRFRET art, bIAP inhibitor
1	CC(C)(C)C1C/C(=C/c2ccco2)C(=O)/C(=C/c2ccco2)C1 (stereo unspecified)
    -0.53, 2, 100, 9, -2, 9, 0.9, 1, 9, 1488, -2
2	C/C(Nc1ccc(F)cc1)=C(/C#N)C(N)=O
    1.6, -2, 98, 10, 6, 11, 1.1, 1, 5, 1712, 1
3	c1ccc(Cn2nnnc2C(c2ccccn2)N2CCN(c3ccccc3)CC2)cc1 (stereo unspecified)
    ., -4, 93, 2, 10, 7, 1, 1, 4, 1517, 2
4	N#C/C(=C(/O)Cc1cccc2ccccc12)c1nc2ccccc2s1
    -0.08, 3, 104, 0, 1, 1, 1.1, 0.8, 5, 1624, 16
5	CCOC(=O)c1sc2nc(CSc3ccccc3)nc(N3CCCN(C)CC3)c2c1C
    -2.3, 1, 98, 3, 10, 4, 1, 1, 6, 1553, -1
6	O=C(CNC(=O)c1ccco1)N/N=C/c1ccccc1[N+](=O)[O-]
    0.054, 4, 97, -6, 15, 9, 1, 1.1, -1, 1515, -10
7	COCCCNC(=S)N/N=C/c1ccc(N(C)C)cc1
    ., 5, 108, -6, -8, 13, 1, 0.9, 10, 1853, 13
8	Cc1cc(C)c(COCc2cc(/C=N/O)c(C)cc2C)cc1/C=N/O
    ., -2, 101, 4, 0, 9, 1, 0.8, 9, 1533, 23
9	O=[N+]([O-])c1ccc(F)c(N=Cc2ccc(Br)s2)c1
    -0.46, 1, 96, 5, 8, 1, 1, 1, -2, 1380, -4
10	O=C(COC(=O)CCSc1ccccc1)Nc1cc(F)ccc1F
    -0.014, -3, 110, -4, -5, -9, 1, 0.9, -5, 1658, 13
11	CCN(CC)CC1(O)CCN(C(=O)c2ccc(Cl)c(Cl)c2)CC1
    0.9, 5, 98, -11, 13, 6, 1, 1, 10, 1618, 0
12	COC(=O)c1ccc(N2C(=O)CC(N3CCC(O)(c4ccc(Br)cc4)CC3)C2=O)cc1 (stereo unspecified)
    1.2, 3, 92, 22, 15, 2, 1, 0.9, 7, 1475, 10
13	CC1CCN(C(=O)CCc2ccc(S(=O)(=O)NC(C)C)cc2)CC1
    ., 14, 102, -2, -1, -1, 1, 0.9, 7, 1387, 13
14	CCOC(=O)C1(CC2CCCCO2)CCN(Cc2cc3ccccc3[nH]2)CC1 (stereo unspecified)
    ., 5, 144*, 19, -49, 6, 1, 1.3, 6, 1532, -30
15	COCCN=C1NN=C(c2ccc(C)c([N+](=O)[O-])c2)CS1
    1.5, 6, 111, -23, -7, 8, 1, 1, 4, 1652, 1
16	Cn1ccnc1/C(=N\NC(=O)c1ccccc1)c1cccc([N+](=O)[O-])c1
    1.3, 3, 95, -6, 9, -1, 1, 1, 1, 1492, -2
17	COc1ccc(C2(O)CC3CCC(C2)N3c2cc(C)nc(-c3ccccc3)n2)cc1 (stereo unspecified)
    -1.3, 8, 104, -3, -2, 2, 1.1, 1.1, -4, 1570, -7
18	CC[n+]1c(P(=O)([O-])c2ccccc2)[nH]c2ccccc21
    ., 6, 100, -4, 3, -1, 1.1, 1.1, 8, 1372, -6
19	COc1ccccc1NC(=O)CSc1nccc(=O)[nH]1
    ., 6, 108, 7, -7, 6, 1.1, 0.9, 0, 1444, 12
20	O=C(CSC(=S)N1CCOCC1)c1ccccc1
    -0.3, 0, 73, -27, 32, -5, 0.9, 1, -2, 1593, 2
21	O=C(NCC1CCCO1)c1ccccc1S(=O)(=O)c1ccc([N+](=O)[O-])cc1 (stereo unspecified)
    0.26, 1, 101, -4, 3, 3, 1.1, 0.9, -1, 1570, 7
22	CC(C)C(OC(=O)c1ccco1)C(=O)NC1CCCCC1 (stereo unspecified)
    ., 6, 97, 5, 5, 6, 1.1, 0.9, 13, 1528, 7
23	OC1CCCN(C(=S)NCc2ccccc2)C1 (stereo unspecified)
    -0.49, -3, 101, 0, 7, -4, 1, 1, 2, 1553, 2
24	COC(=O)c1c(NC(=O)c2ccccc2)sc(C(N)=O)c1C
    0.095, 3, 106, 2, -4, -2, 1.1, 1, -1, 1576, -1
25	COc1ccc2nc(/N=C(\N)NC(=O)C(C)(C)C)nc(C)c2c1
    0.098, -4, 107, -32, -3, -3, 1, 0.7, 4, 1474, 34
26	CC(=O)NC(CCS(C)(=O)=O)C(=O)Nc1ccccc1 (stereo unspecified)
    ., -6, 96, 5, 10, 0, 1, 1, 0, 1521, 1
27	Cc1nc(SCC(=O)Nc2ccccn2)n[nH]1
    0.35, 0, 100, 1, 2, 7, 1, 1, -2, 1478, -3
28	COc1ccc(CCCc2nnc(SCC(=O)Nc3ccccc3F)o2)cc1
    0.66, -1, 95, 3, 8, -2, 1, 1.1, -1, 1712, -8
29	Cc1nnc(SCC(=O)Nc2nsc(-c3ccc(C(C)(C)C)cc3)n2)s1
    ., 8, 108, -46, 0, 7, 1.1, 1, 8, 1607, -3
30	Cc1c(NC(=O)c2cc(C(C)C)on2)c(=O)n(-c2ccccc2)n1C
    ., -5, 110, 12, -6, -7, 1, 0.9, 0, 1391, 5
31	Cc1ccc(CNc2ccc3nnc(-c4ccccc4)n3n2)cc1
    0.12, 1, 98, 5, 2, -3, 1, 0.9, -4, 1362, 13
32	O=C(O)C1CC=CCC1C(=O)Nc1cccnc1 (stereo unspecified)
    0.33, 1, 115, -6, -11, -2, 1, 1, 6, 1540, 0
33	Clc1cccc(NCc2ccccc2)n1
    -0.21, 6, 92, 6, 18, 0, 1.1, 0.8, -1, 1614, 20
34	O=[N+]([O-])c1cccc(S(=O)(=O)c2ccc(NCCO)c([N+](=O)[O-])c2)c1
    -2.9, 1, 97, 9, 9, 8, 1, 1, 9, 1595, -1
35	O=[N+]([O-])c1cc(-n2cnnn2)ccc1N1CCC(Cc2ccccc2)CC1
    ., -4, 102, 11, -2, 7, 1, 0.6, 1, 1592, 39
36	S=c1[nH]nc(Cn2cnc3ccccc32)n1-c1ccccc1
    0.072, 7, 93, 2, 12, 6, 1, 1, 0, 1765, -2
37	O=C(NC1CC1)c1ccc2c(Cl)c3c(nc2c1)CCCC3
    ., -4, 83, 1, 22, 0, 1, 1.1, 4, 1616, -10
38	COc1cccc(-n2c(N)c(-c3nc4ccccc4[nH]3)sc2=S)c1
    0.14, 3, 94, -6, 17, 7, 0.9, 0.8, 5, 1653, 18
39	COc1cccc2c(=O)n(CC(=O)Nc3ccc(F)cc3)ccc12
    ., -5, 100, 5, 9, -6, 1, 1, 4, 1531, -1
40	S=C(NCc1ccccc1)Nc1cccc(Cl)c1
    -1.5, 0, 104, -5, -2, 0, 1, 0.9, 4, 1509, 8
41	O=C1C=C(NCc2ccc(Cl)c(Cl)c2)CC1
    -0.53, -5, 97, -1, 2, 0, 1, 0.9, -5, 1439, 5
42	CC(=O)C1=C(O)C(=O)N(c2ccc(Br)cn2)C1c1ccccc1F (stereo unspecified)
    0.052, 25, 117, -1, -13, 11, 1, 0.9, 18, 1721, 7
43	CN(CCC#N)C(=O)COC(=O)c1cc(Cl)cc(Cl)c1N
    0.3, 2, 100, -2, 4, 2, 1, 1.1, -4, 1548, -7
44	COc1cccc(OCC(=O)NNC(=O)c2cnccn2)c1
    0.2, -1, 100, 2, -2, -3, 1, 0.8, 5, 1571, 22
45	O=C(CN(CC(=O)N1CCOCC1)S(=O)(=O)c1ccc(Br)s1)N1CCOCC1
    0.36, 4, 97, 5, 7, 1, ., ., -1, 1466, .
46	COc1ccc(CNC(=O)Cn2nc(C(F)(F)F)cc2C)cc1
    -0.39, 3, 103, -6, -2, 5, 1, 1, 6, 1571, 3
47	Cc1ccc(N(CC(=O)NN=C2CCN(C)CC2)S(=O)(=O)c2ccc(C)cc2)cc1
    0.4, 1, 103, -3, 5, 8, 1, 1, 8, 1519, -1
48	Oc1ccccc1CNn1cnnc1
    -0.5, -7, 104, 9, -2, 2, 1, 1, 3, 1617, -4
49	COc1ccc(C(=O)OCC[N+]2(C)CCOCC2)cc1
    ., 3, 98, 7, 4, 6, 1.1, 0.9, 2, 1735, 8
50	Cc1cccc(C)c1NC(=O)C1(N2C(=O)CC2c2ccccc2)CCCCC1 (stereo unspecified)
    -0.082, 0, 109, -1, -7, -1, 1, 1, -5, 1405, 4
51	O=C(COC(=O)CCc1nc2ccccc2s1)Nc1ncc(Cl)cc1Cl
    ., 0, 104, 4, -10, 4, 1, 0.7, 4, 1518, 31
52	COc1cc2nc(/C=C/c3cc(OC)c(OC)c(OC)c3)sc2cc1SC
    0.087, 5, 97, 3, 2, 3, 1, 0.9, -3, 1417, 14
53	CS(=O)(=O)NN1C(=O)c2ccccc2NC1c1ccccc1O (stereo unspecified)
    0.071, -1, 105, 3, -4, 11, 1, 1, 12, 1603, 3
54	COc1cccc(CN2CCN(C(=O)c3cccc4ccccc34)CC2)c1OC
    -3.5, -4, 108, -5, -7, 4, 1, 1, 11, 1799, 2

Random excerpt: 2 compounds from above, in no set order.
Screens in order: ROMK mod, PPARg SRC-3 ag, STAT3 activator, STAT1 blocker, STAT3 inh, PPARg SRC2 recr, TNAP act hiacc, bIAP act, PPARg SRC1 recr, SRC2 TRFRET art, bIAP inhibitor
48	Oc1ccccc1CNn1cnnc1
    -0.5, -7, 104, 9, -2, 2, 1, 1, 3, 1617, -4
46	COc1ccc(CNC(=O)Cn2nc(C(F)(F)F)cc2C)cc1
    -0.39, 3, 103, -6, -2, 5, 1, 1, 6, 1571, 3

Assay outcomes (PubChem)
